Compound activity as filed in PubChem.
Pin1 inh – inhibitors of human Pin1. Q13526. Pin1 FP peptide displacement, HiFluor488, 10 min. Potency, µM (highest dose often 115 µM), for the others: top-dose activity, negative = inhibition, most hits filed as inhibitors. hit rate 0.009% among 390,000. AID 504891; active means well fitted inhibition curve with a large enough effect in the polarisation, with a control signal flat, not every such curve was filed as active; inconclusive means small, poorly fitted or top-dose-only effect, or effect the other way, or a change in a side signal; inactive means no such curve, though single readings can be large or run the other way; the % refers to the polarisation
JMJD2A Tudor inh – blocks the human JMJD2A Tudor domain. AlphaScreen JMJD2A-Tudor / H3K4me3 peptide binding. AID 504339. Potency, µM (top dose mostly 114 µM), for the others: top-dose activity change, negative = inhibition, hits mostly inhibitors. hit rate 4.4% among 390,000. O75164; further: nearly all actives have a fitted effect of over 50% in size
G9a block – G9a (human) methyltransferase inhibition. hit rate 8.8% among 350,000. Potency, µM (series often up to 102 µM), without a hit: top-dose activity, negative = inhibition, usual class: inhibitors. Q96KQ7. G9a H3K9 monomethylation, AlphaScreen, 2 h; further: nearly all actives have a fitted effect of over 75% in size
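Compounds were preincubated with 20 nM G9a for 15 min, after which biotinylated H3K9 peptide (500 nM) and SAM (20 uM) started a 2 h room-temperature reaction. Monomethylated product was quantified by antibody-based AlphaScreen chemiluminescence.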
BAZ2B inh – inhibitors of human BAZ2B bromodomain; Q9UIF8; AlphaScreen BAZ2B-H3K14Ac peptide displacement; Potency, µM (doses to about 114 µM), for inactives: top-dose activity change, negative = inhibition, most hits filed as inhibitors; hit rate 4.4% among 360,000; AID 504333; further: nearly all actives have a fitted effect of over 60% in size
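AlphaScreen luminescence quantifies BAZ2B engagement of H3K14Ac peptide; the protein and biotinylated peptide are both at 50 nM final, buffer PBS pH 7.4 with 0.01% Tween-20, all steps at room temperature.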
Starred values were filed as active, the others as inactive; & = joins results of further samples; [ ] = dose if it differs, or a comment. Unless noted, the call rests on the fitted dose curve; in most records, active means well fitted inhibition curve with a large enough effect; inconclusive means small, poorly fitted or top-dose-only effect; inactive means no such curve, though single readings can be large or run the other way. On the % scale 0 is the no-effect control and ±100 the full control effect; potency means the concentration at half of the fitted maximal effect. Only part of the results is shown (hit frequency here may not be typical).

For CCN(CC)CCCN1C(=O)C(O)=C(C(=O)c2ccco2)C1c1cc(OC)ccc1OC (centres undefined) the results were G9a block inconclusive and BAZ2B inh 14%.
For CC(=O)c1ccc(-c2csc(N3CCC(C(N)=O)CC3)n2)cc1 the results were G9a block 5%[12.7 µM] and BAZ2B inh 4%.
`CN1C2CCC1/C(=C\c1ccccc1Cl)C(=O)/C2=C\c1ccccc1Cl` gave G9a block inconclusive and BAZ2B inh 40µM*.
Screening CC1=NN(c2ccccc2)C(=O)/C1=C/c1cc2cc(C)ccc2nc1N1CCCCC1 returned G9a block -15%[0.0925 µM] and BAZ2B inh 8.9µM*.
For Cc1ccc(S(=O)(=O)N2CC=C(C(=O)NCc3ccc(F)cc3)CC2)cc1 the results were G9a block 22µM* and BAZ2B inh 5%.
CCOC(=O)c1c(CNCc2ccccc2F)c2sc(C)cc2n1C was read as G9a block 12%[12.7 µM] and BAZ2B inh inconclusive.
For Nc1ncn(C2O[C@H](CO)[C@@H](O)[C@H]2O)c(=O)n1 (some centres undefined) the results were G9a block 11%[59 µM] and BAZ2B inh 44%[activator].
Screening Cc1cc(C)nc(S/C=C/C(=O)c2ccc(F)cc2)n1 returned G9a block -22% and BAZ2B inh -14%.
For CCCCC(=O)Nc1sc2c(c1C(=O)OCC)CCC(C=O)=C2Cl the results were G9a block inconclusive and BAZ2B inh -3%.
CCN1C(=NCC(C)C)N[C@@H](c2ccccc2)[C@H](C(=O)OC)[C@H]1C was read as G9a block -1%[12.7 µM] and BAZ2B inh 1%.
Screening CCc1ccc(NC(=O)c2nc(S(=O)(=O)Cc3ccccc3)ncc2Cl)cc1 returned G9a block inconclusive and BAZ2B inh -26%.
For CCOc1ccc(C2=Cc3cc(OC)c(OC)cc3C(=C(Cl)Cl)O2)cc1 the results were G9a block 7.1µM* and BAZ2B inh inconclusive.
For CCOC(=O)C1=NN(C(=O)c2cccc(Br)c2)C(O)(C(C)(C)C)C1 (centres undefined) the results were G9a block -3% and BAZ2B inh -15%.
CCOC(=O)c1c(C)[nH]c(C(=O)Nc2ccc3c(c2)OCO3)c1C was read as G9a block -30%[59 µM] and BAZ2B inh -11%.
Screening Cc1cccc2cc(CN(Cc3cccnc3)C(=O)c3cccs3)c3nnnn3c12 returned G9a block 15% and BAZ2B inh -3%.
`COc1ccc2nc(/C=N/NC(=O)[C@H](C)NC(=O)OC(C)(C)C)ccc2c1` gave G9a block inconclusive and BAZ2B inh 6%.
`Fc1ccc(/C=C2\CCCC3=C2NC(=S)NC3c2ccc(F)cc2)cc1` (centres undefined) gave G9a block 22µM* and BAZ2B inh inconclusive.
Screening CC(C)n1nc(C(=O)N2CCN(S(=O)(=O)c3cccs3)CC2)c2ccccc2c1=O returned G9a block 2% and BAZ2B inh -15%.
CC(C)=CCC/C(C)=C/CC(C)(C)CNCCN1CCNCC1 was read as G9a block -41% and BAZ2B inh -38%.
`COc1ccc(-c2nc3ccccc3c(=O)n2Cc2ccc(CNC(=O)CO)cc2)cc1COc1ccc(NC(C)=O)cc1` gave Pin1 inh inconclusive and JMJD2A Tudor inh 79µM*.
Cc1c(P(=S)(c2ccccc2)c2ccccc2)c2ccccc2n1CCc1ccccc1 was read as Pin1 inh -3% and JMJD2A Tudor inh -22%.
CCC(=O)NC(c1ccco1)c1cc(Cl)c2c(c1O)NCCC2 (centres undefined) was read as Pin1 inh -1% and JMJD2A Tudor inh 56µM*.
For COC(=O)c1nc(Nc2cc(F)cc(F)c2)nc(NC2CCCC2)n1 the results were Pin1 inh 9% and JMJD2A Tudor inh -14%.
`CN1CCCC1CCNc1ncnc2ccc(-c3ccc4c(c3)OCO4)cc12` (centres undefined) gave Pin1 inh -6% and JMJD2A Tudor inh -28%.
COC(=O)c1ccccc1S(=O)(=O)Nc1ccc(OC)cc1 was read as Pin1 inh 13% and JMJD2A Tudor inh -26%.
`COc1cc(OC)cc(C2=Nn3c(nnc3-c3ccccc3O)SC2)c1` gave Pin1 inh 46%[activator] and JMJD2A Tudor inh -23%.
For CC(C)(C)OC(=O)CC(=O)NNC(=O)c1cc2ccccc2[nH]1 the results were Pin1 inh -7% and JMJD2A Tudor inh -8%.
`O=C1c2ccccc2C(=O)N1c1cccc(Cl)c1` gave Pin1 inh -7% and JMJD2A Tudor inh -13%.
Cc1ccc(NS(=O)(=O)c2ccc3c(c2)CCC(=O)N3)cc1F was read as Pin1 inh -9% and JMJD2A Tudor inh -26%.
COc1cc(NC(=O)C(OC(=O)CNC(=O)c2ccccc2)c2ccccc2)cc(OC)c1 (centres undefined) was read as Pin1 inh 6% and JMJD2A Tudor inh -12%.
`O=S(=O)(c1c(F)cccc1F)N1CCN(S(=O)(=O)c2c(F)cccc2F)CC1` gave Pin1 inh 5%&0% and JMJD2A Tudor inh inconclusive.
For CCc1nn2c(=O)cc(NC3CNC3)nc2s1 the results were Pin1 inh 40%[activator] and JMJD2A Tudor inh -16%.
O=S1(=O)N=C(Oc2ccc(Cl)cc2)c2ccccc21 was read as Pin1 inh 6%[163 µM] and JMJD2A Tudor inh 100µM*.
For Cc1cc2c(s1)c1cnn(Cc3ccc(F)c(F)c3F)c(=O)c1n2C the results were Pin1 inh 7% and JMJD2A Tudor inh -1%.
Screening Nc1ccc(S(=O)(=O)N2CCN(S(=O)(=O)c3c(F)cccc3F)CC2)cc1 returned Pin1 inh -2% and JMJD2A Tudor inh 89µM*.
Screening N#CN1CCC(NC(=O)c2cccc(C(F)(F)F)c2)CC1 returned Pin1 inh -19% and JMJD2A Tudor inh -8%.
For C=CCc1cc(F)c(S(=O)(=O)N2CCN(S(=O)(=O)c3ccc4c(c3)OCCO4)CC2)cc1F the results were Pin1 inh -13% and JMJD2A Tudor inh -10%.
`Cc1ccc(C(=O)NCC(=O)OC(C(=O)Nc2cc(C(F)(F)F)ccc2Cl)c2ccccc2)cc1` (centres undefined) gave Pin1 inh inconclusive and JMJD2A Tudor inh -20%.
CCc1nn2c(=O)cc(-c3ccncc3)nc2s1 was read as Pin1 inh -1% and JMJD2A Tudor inh -10%.
Screening COc1ccc(C2Nc3ccccc3C(=O)N2Cc2ccc(C(C)(C)C)cc2)cc1COc1ccc(NC(C)=O)cc1 (centres undefined) returned Pin1 inh inconclusive and JMJD2A Tudor inh inconclusive.
Screening Cc1ccccc1-c1csc2ncnc(Sc3nnnn3C)c12 returned Pin1 inh 7% and JMJD2A Tudor inh -9%.
COC(=O)c1ccccc1S(=O)(=O)Nc1cc(=O)c2ccccc2[nH]1 was read as Pin1 inh -1% and JMJD2A Tudor inh -30%.
For O=S1(=O)N=C(Oc2ccc(-c3ccccc3)cc2)c2ccccc21 the results were Pin1 inh 3% and JMJD2A Tudor inh inconclusive.
`CN(Cc1cncn1C)c1ncnc2ccc(-c3ccc4c(c3)OCO4)cc12` gave Pin1 inh 0% and JMJD2A Tudor inh -33%.
Screening COc1ccc(Cn2ncc3c4sc(C)cc4n(C)c3c2=O)cc1 returned Pin1 inh 15% and JMJD2A Tudor inh -7%.
O=C(NCc1nnc(-c2cc3ccccc3[nH]2)o1)c1ccccc1 was read as Pin1 inh 3% and JMJD2A Tudor inh -20%.
`Cc1cc2c(s1)c1cnn(Cc3cccc([N+](=O)[O-])c3)c(=O)c1n2C` gave Pin1 inh inconclusive and JMJD2A Tudor inh -15%.
COc1ccc(C2Nc3ccccc3C(=O)N2Cc2cccc(C(F)(F)F)c2)cc1COc1ccc(NC(C)=O)cc1 (centres undefined) was read as Pin1 inh 0% and JMJD2A Tudor inh inconclusive.
For COc1ccc(C2=Nn3c(nnc3-c3ccccc3O)SC2)cc1 the results were Pin1 inh 9% and JMJD2A Tudor inh -18%.
`Cc1cc2c(s1)c1cnn(Cc3cc(OC(F)(F)F)ccc3F)c(=O)c1n2C` gave Pin1 inh 1% and JMJD2A Tudor inh -11%.
`Cc1cc2c(s1)c1cnn(Cc3cc(F)ccc3C)c(=O)c1n2C` gave Pin1 inh -1% and JMJD2A Tudor inh -5%.
O=C(Cn1cc(CN(Cc2ccccc2)Cc2ccccc2)nn1)Nc1cc(C(F)(F)F)ccc1Cl was read as Pin1 inh 1% and JMJD2A Tudor inh -23%.
For COc1ccc(C2Nc3ccccc3C(=O)N2Cc2ccccc2)cc1COc1ccc(NC(=O)c2ccccc2)cc1 (centres undefined) the results were Pin1 inh 12% and JMJD2A Tudor inh -26%.
For Cn1nnnc1Sc1ncnc2scc(-c3ccc4c(=O)ccoc4c3)c12 the results were Pin1 inh -4% and JMJD2A Tudor inh -14%.
COc1ccc(C2c3ccccc3Oc3ncn(CCN4CCOCC4)c(=N)c32)cc1OC (centres undefined) was read as Pin1 inh inconclusive and JMJD2A Tudor inh -35%.
`COc1ccc(-c2nnc3n2N=C(c2ccc(OC)c(OC)c2)CS3)c(OC)c1` gave Pin1 inh 0% and JMJD2A Tudor inh -15%.
Screening COc1ccc(C2Nc3ccccc3C(=O)N2Cc2ccccc2)cc1COc1ccc(F)cc1 (centres undefined) returned Pin1 inh -4% and JMJD2A Tudor inh -11%.
`O=S1(=O)N=C(Oc2ccccc2C(F)(F)F)c2ccccc21` gave Pin1 inh -3% and JMJD2A Tudor inh inconclusive.
For Cc1cccc(Cn2ncc3c4sc(C)cc4n(C)c3c2=O)c1 the results were Pin1 inh 2% and JMJD2A Tudor inh 11%.
For Cc1ccc(NS(=O)(=O)c2cc3c(cc2N2CCCCC2)NC(=O)CC3)cc1C the results were Pin1 inh 14% and JMJD2A Tudor inh inconclusive.
For CN(C)c1ccc(C(=O)NCC(=O)OC(C(=O)Nc2cc(C(F)(F)F)ccc2Cl)c2ccccc2)cc1 (centres undefined) the results were Pin1 inh 0% and JMJD2A Tudor inh -27%.
Screening COc1ccc(O)c(C2Nc3ccccc3C(=O)N2Cc2ccccc2)c1 (centres undefined) returned Pin1 inh 1% and JMJD2A Tudor inh 79µM*.
`Cc1ccc(NS(=O)(=O)c2cc3c(cc2C)NC(=O)CO3)cc1C` gave Pin1 inh -1% and JMJD2A Tudor inh -15%.
Screening O=S(=O)(c1ccc2c(c1)OCCO2)N1CCN(S(=O)(=O)c2cccc(Cl)c2F)CC1 returned Pin1 inh 20% and JMJD2A Tudor inh -15%.
For Cn1nnnc1Sc1ncnc2scc(-c3ccc(C(=O)OC(C)(C)C)cc3)c12 the results were Pin1 inh -1% and JMJD2A Tudor inh -26%.
N#Cc1nc(Nc2ccc(-c3ccccc3)cc2)nc(NC2CCCC2)n1 was read as Pin1 inh 20% and JMJD2A Tudor inh -21%.
Cc1noc(C)c1-c1ccc2ncnc(NCc3ccc(-c4ccccc4)cc3)c2c1 was read as Pin1 inh 11% and JMJD2A Tudor inh -32%.
`O=S(=O)(c1ccc(C(F)(F)F)cc1)N1CCN(S(=O)(=O)c2ccc3c(c2)OCCO3)CC1` gave Pin1 inh -4% and JMJD2A Tudor inh -14%.
For COc1cccc(N2C(=O)c3ccccc3C2=O)c1 the results were Pin1 inh 8% and JMJD2A Tudor inh 4%.
For COc1ccc(CN(Cc2ccccc2)C(=O)c2ccccc2)cc1COc1ccc(NC(C)=O)cc1 the results were Pin1 inh 18% and JMJD2A Tudor inh inconclusive.
For Cc1nc2ccc(S(=O)(=O)N3CCN(S(=O)(=O)c4c(F)cccc4F)CC3)cc2s1 the results were Pin1 inh -9% and JMJD2A Tudor inh -21%.
`COc1ccc(C2Nc3ccccc3C(=O)N2Cc2ccccc2)cc1COc1ccccc1OC` (centres undefined) gave Pin1 inh 8% and JMJD2A Tudor inh -21%.

Pulled by compound from the entries so far (three):
`Cc1ccc(NS(=O)(=O)c2cc3c(cc2C)NC(=O)CO3)cc1C` gave Pin1 inh -1% and JMJD2A Tudor inh -15%.
For CN(C)c1ccc(C(=O)NCC(=O)OC(C(=O)Nc2cc(C(F)(F)F)ccc2Cl)c2ccccc2)cc1 (centres undefined) the results were Pin1 inh 0% and JMJD2A Tudor inh -27%.
For COc1cccc(N2C(=O)c3ccccc3C2=O)c1 the results were Pin1 inh 8% and JMJD2A Tudor inh 4%.

Additional records
NNC(=O)C(C(=O)OCc1ccccc1)c1ccccc1 (centres undefined) was read as Pin1 inh -1% and JMJD2A Tudor inh -21%.
For Cc1c(Br)cc(F)c([S+](=O)([O-])N2CCN([S+](=O)([O-])c3ccc4c(c3)OCCO4)CC2)c1F the results were Pin1 inh 2% and JMJD2A Tudor inh -25%.
CC(=O)c1ccc(-c2csc3ncnc(Sc4nnnn4C)c23)cc1 was read as Pin1 inh 0% and JMJD2A Tudor inh -20%.
Screening O=S(=O)(c1cccc(O)c1)N1CCN(S(=O)(=O)c2c(F)cccc2F)CC1 returned Pin1 inh -6% and JMJD2A Tudor inh -21%.
